High-throughput results: PubChem, The Scripps Research Institute Molecular Screening Center
PP1 inh = PP1-alpha (human) inhibition in PP5 counter-screen. P62136. purified PP1alpha, OMFP fluorescence. inhibition, % at 6.7 µM. hit rate 0.9% among 320,000. AID 2235;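 active = inhibition above the mean inhibition of all tested compounds plus 3 SD, computed separately for each screening campaign, cut at about 15% in these data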
PAFAH2 inh = PAFAH2 (human) inhibition. inhibition, % at 3.39 µM. recombinant PAFAH2, FP-rhodamine activity probe, fluorescence polarization. Q99487. hit rate 0.99% among 340,000;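 active = inhibition above the mean over all tested compounds plus 3 SD, cut at about 30% in these data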;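 also: inhibitors block probe labeling of enzyme so polarization drops; 0% = enzyme with DMSO and 100% = wells lacking PAFAH2 protein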
PP5 inh = PP5 (human) phosphatase inhibition; P53041; purified PP5c, OMFP substrate fluorescence; inhibition, % at 6.7 µM; hit rate 0.18% among 320,000;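 active = inhibition above the campaign's mean inhibition across all tested compounds plus 3 SD, cut at about 9.5% in these data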;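 also: 0% = DMSO only and 100% = 100 µM cantharidin control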
AHR act = activators of human aryl hydrocarbon receptor; P35869; AHR-responsive luciferase reporter cells, luminescence; activation, % at 5 µM; hit rate 2.5% among 320,000; AID 2796; in the data active = activation above about 47%;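 also: 0% = vehicle wells and 100% = reference agonist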
Target sequence (P35869 whole entry, looked up): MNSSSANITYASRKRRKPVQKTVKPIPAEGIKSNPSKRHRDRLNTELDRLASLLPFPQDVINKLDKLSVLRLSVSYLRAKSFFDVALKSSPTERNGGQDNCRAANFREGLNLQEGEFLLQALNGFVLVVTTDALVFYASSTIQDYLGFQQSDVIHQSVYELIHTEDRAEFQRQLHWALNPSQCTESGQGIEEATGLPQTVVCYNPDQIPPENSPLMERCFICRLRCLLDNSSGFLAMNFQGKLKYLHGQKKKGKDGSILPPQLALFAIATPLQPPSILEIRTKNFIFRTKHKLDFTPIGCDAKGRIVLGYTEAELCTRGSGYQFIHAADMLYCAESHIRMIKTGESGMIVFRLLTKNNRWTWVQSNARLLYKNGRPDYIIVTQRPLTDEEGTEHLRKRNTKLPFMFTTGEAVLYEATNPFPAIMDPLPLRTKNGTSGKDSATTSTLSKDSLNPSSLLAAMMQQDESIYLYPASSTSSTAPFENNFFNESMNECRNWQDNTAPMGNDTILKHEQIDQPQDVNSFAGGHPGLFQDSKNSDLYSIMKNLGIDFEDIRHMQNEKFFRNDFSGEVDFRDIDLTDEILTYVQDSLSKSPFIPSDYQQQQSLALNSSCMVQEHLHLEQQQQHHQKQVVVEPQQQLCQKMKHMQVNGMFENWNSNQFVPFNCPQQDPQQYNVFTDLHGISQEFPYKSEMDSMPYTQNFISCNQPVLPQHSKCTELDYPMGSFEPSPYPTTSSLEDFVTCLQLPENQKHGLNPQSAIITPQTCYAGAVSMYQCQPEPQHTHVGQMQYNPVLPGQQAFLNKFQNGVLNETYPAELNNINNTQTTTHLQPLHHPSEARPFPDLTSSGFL
TPT1 inh = inhibitors of Candida albicans tRNA 2'-phosphotransferase TPT1 | recombinant caTPT1, FP RNA substrate dephosphorylation | inhibition, % at 5 µM | hit rate 0.81% among 300,000 | AID 1962;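 active = inhibition above the mean of all tested compounds plus 3 SD, set per screening campaign, cut at about 24% in these data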;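 also: plate controls were DMSO alone for no effect and ferristatin control at 100 nM for full effect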
procasp7 counter = counter-screen: procaspase-7 (human) activation. recombinant procaspase-7, Ac-DEVD-pNA absorbance 405 nm; D23A/D198A/D206A triple mutant, cannot self-cleave; scale: DMSO 0, 5 µM enzyme 100. activation, % at 8.5 µM. hit rate 0.093% among 330,000. AID 463210;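 active = percent activation above the screen-wide mean plus 3 SD, cut at about 25% in these data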
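Material: Procaspase-7 triple mutant (PC-7 D3A) | Quantity: 2 µM procaspase-7 mutant as dispensed | Reagent: DEVD-pNA substrate | Times: 1 h preincubation, 2 h reaction | Technique: 405 nm absorbance of p-nitroaniline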
Fh CTSL1 inh = blocks F. hepatica cathepsin L1 in PFM18AAP counter-screen. recombinant F. hepatica cathepsin L1, Z-Leu-Arg-MCA fluorescence. inhibition, % at 5.96 µM. hit rate 0.49% among 300,000. AID 1906;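 active = inhibition above the mean of all tested compounds plus 3 SD, set per screening campaign, cut at about 17% in these data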;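 also: 0% = plate median of test compound wells and 100% = 1 µM Z-Phe-Ala-diazomethylketone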
core dimer inh = HCV core protein dimerization inhibition; TR-FRET GST/Flag-core106 dimerization, 1536-well; inhibition, % at 5 µM; hit rate 0.33% among 300,000; AID 1899;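 active = inhibition above the mean of all tested compounds plus 3 SD, set per screening campaign, cut at about 45% in these data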
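System: GST-tagged and Flag-tagged HCV core protein residues 1-106 / Input: core106 proteins, GST 13.5 nM and Flag 17 nM / Buffer or medium: KF-containing HEPES buffer, pH 7.45, DTT, CHAPS, BSA / Probe or stimulus: Eu-anti-GST and XL665-anti-Flag labelled anti-tag antibodies / Schedule: 4 h, 22.5 °C incubation / Technique: TR-FRET 671 and 617 nm emission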
proCasp3 act = activators of human procaspase-3. recombinant procaspase-3 D3A, Ac-DEVD-pNA absorbance 405 nm. activation, % at 8.5 µM. hit rate 0.11% among 330,000. AID 463141;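 active = activation above the mean of all tested compounds plus 3 SD, cut at about 21% in these data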;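 also: 0% = DMSO alone and 100% = DMSO wells spiked with extra 5 µM PC-3 D3A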
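Test system: Procaspase-3 D3A mutant, all three cleavage aspartates alanine | Dosing: Single dose, 8.5 µM nominal compound, 0.8% DMSO | Schedule: 1 h preincubation, 2 h reaction | Technique: 405 nm absorbance of p-nitroaniline, reads at 0 and 120 min | Repeats: One well per compound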
Active calls of the source: *; . = no result given.

SMILES	PP1 inh	PAFAH2 inh	PP5 inh	AHR act	TPT1 inh	procasp7 counter	Fh CTSL1 inh	core dimer inh	proCasp3 act
Cc1cc(O)cc(O[C@H]2OC(CO)[C@H](O)[C@@H](O)[C@H]2O)c1 (stereo partly specified)	-3	0	1.8	3	-3	7	-1	-8	2
CCC(=O)Nc1ccccc1N1CCN(S(C)(=O)=O)CC1	2	5	0.2	0	-1	6	5	-5	3
COC(=O)C1C(=O)C(C(=O)/C=C/c2ccccc2)C(=O)CC1(C)C (stereo unspecified)	-3	0	2.6	1	3	-1	-4	2	-2
CCCCOc1ccc(C(C)NC(=O)C2CCCN(S(=O)(=O)CCC)C2)cc1 (stereo unspecified)	0	4	2.8	-1	4	2	-2	0	0
CCOC(=O)c1ccc(NC(=S)N2CCCC(C)C2)cc1 (stereo unspecified)	1	-2	2.1	-3	-1	-29	1	1	-12
O=C(O)CCn1cc(-c2ccc(Cl)cc2)nc1-c1ccc(Cl)nc1	3	6	0.7	9	-1	-7	-5	12	-3
CC1CCN(S(=O)(=O)c2ccc3c(c2)c(=O)c(C(=O)NCc2ccccc2Cl)cn3C)CC1	-2	.	-1.2	2	-3	7	-1	6	-1
Cc1ccc(CNC(=O)CCNS(=O)(=O)c2cccs2)cc1	-2	-1	-2.1	-1	-2	-10	-4	-12	3
CCCS(=O)(=O)NCCc1cc2c(OC)ccc(OC)c2[nH]c1=O	-4	4	3.9	6	2	3	0	2	5
C/C(=N\NC(=O)c1ccccc1O)C1C(=O)c2ccccc2C1=O	9	30*	3.6	32	3	2	4	-3	-5
O=C(NC1(C(F)(F)F)OCCO1)c1ccc(F)cc1	0	-3	0.0	-1	1	10	5	-1	2
C=CCn1c(SCC(=O)N2CCc3ccccc3C2)nnc1-c1ccncc1	-1	-8	-0.8	0	5	-7	4	-9	3
COCCNC(=O)c1c[nH]n2c(=O)cc(C3CCN(C(=O)OC(C)(C)C)CC3)nc12	6	-13	0.3	-3	1	12	-2	-14	4
CN(CC(=O)NCc1ccco1)S(=O)(=O)c1ccc2c(c1)c(=O)n(C)c(=O)n2C	-8	6	0.1	2	-1	4	-1	3	12
Cc1cc(/C=N\NC(=O)COc2cccc3cccnc23)c(C)n1-c1ccc(Br)cc1	10	-9	3.2	42	-7	8	6	23	-7
CN(C)S(=O)(=O)c1cc(NC(=O)CN2CCCc3ccccc32)ccc1Cl	7	5	0.7	9	46*	-1	-6	2	6
Cc1ccc(C2(C)NC(=O)N(CC(=O)N3CCN(C(=O)c4cccs4)CC3)C2=O)cc1 (stereo unspecified)	1	-1	1.9	0	.	-12	.	.	-2
Cc1c[n+]([O-])cc(C)c1Oc1ccccc1	1	4	-0.1	-3	-3	-1	1	-9	5
O=C1Nc2ccccc2C(O)(C(=O)NCc2ccc3c(c2)OCO3)N1c1ccccc1 (stereo unspecified)	-5	2	-2.4	0	1	4	-1	-1	1
Cn1cc(C(=O)C(=O)N2CCN(c3ccccc3)CC2)c2ccccc21	-4	2	-0.5	0	-2	8	0	0	3
CCC(=O)c1ccc(O)c(CC=C(C)C)c1	-2	-5	0.0	2	4	8	1	1	-5
Cc1cccc2sc(NNC(=O)c3ccc(S(=O)(=O)N4CCc5ccccc5C4)cc3)nc12	16*	0	2.4	21	0	-24	3	37	5
CCOc1ccc(NC(=O)COc2ccc(C(=O)N3CCC(C(N)=O)CC3)cc2OC)cc1	-4	0	-1.2	0	-1	-1	1	3	8
CC1=NN(c2nc(-c3ccc(C#N)cc3)cs2)C(=O)C1	0	.	-0.8	6	0	-15	-1	4	-9
O=C(Nc1ccccc1Cl)Nc1ccnn1C1CCN(C(=O)c2cscn2)CC1	-11	-4	1.8	9	0	7	-4	4	-4
COc1ccccc1NS(=O)(=O)c1cccc(C(=O)N/N=C(\C)c2ccc(-n3ccnc3)cc2)c1	2	-11	-0.4	67*	-5	8	2	1	-2
Cc1ccc2oc(=O)c3cc(C(=O)NCc4ccco4)sc3c2c1	10	2	1.7	-1	-1	2	0	10	4
C=CCn1c(=NC(=O)C2CCCCC2)sc2cc(NC(C)=O)ccc21	-5	7	0.4	1	1	7	1	21	-4
CSCCC(C(=O)OC1CCOC1=O)N1C(=O)c2ccccc2C1=O (stereo unspecified)	-1	2	1.4	2	4	-1	-6	12	-6
CCS(=O)(=O)c1nc(S(=O)(=O)c2ccc(C)cc2)c(N2CCC(C)CC2)s1	4	3	3.6	3	2	0	-3	1	3
Cc1cc(S(=O)(=O)N(Cc2ccccc2F)C2CC2)ccc1-n1cnnn1	-4	-3	2.4	-3	6	4	3	2	-3
O=S(=O)(CC(CN1CCOCC1)N1CCOCC1)c1ccccc1 (stereo unspecified)	-2	2	1.6	3	8	-2	-1	-5	4
COCCNC(=O)c1ccc(CN2CCc3ccccc3C2)cc1	-5	1	-0.9	1	3	3	2	-1	0
O=C(CSc1cccs1)Nc1ccc2ccccc2c1	4	-8	3.9	11	-2	8	0	-2	7
Cc1ccc(C(=O)C(C)OC(=O)CCN2C(=O)C3C4C=CC(C5CC45)C3C2=O)cc1 (stereo unspecified)	4	1	1.2	5	1	-6	-8	11	-1
COc1cc(C(=O)OCC(=O)NC2CCS(=O)(=O)C2)ccc1OCc1c(C)noc1C (stereo unspecified)	-4	6	2.3	-2	0	1	-2	0	5
CS(=O)(=O)N1CCCC(C(=O)Nc2ccc(Br)cc2F)C1 (stereo unspecified)	0	9	2.7	-1	-1	4	-2	-1	5
O=P(c1cccs1)(c1cccs1)c1cccs1	0	-2	-0.5	1	-1	11	-1	3	-8
NNC(=O)CNC(c1ccccc1)c1cc(Br)ccc1NC(=O)c1ccccc1Br (stereo unspecified)	6	10	-1.9	16	-5	7	3	20	6
COc1cc(C(=O)NCc2ccc3c(c2)OCO3)c([N+](=O)[O-])cc1OC	-2	-3	-0.5	0	-3	3	2	8	9
COc1ccc(CNC(=O)CNC(=O)c2cccs2)c(OC)c1	-1	-3	0.6	1	2	-7	-3	5	3
CC12C=CC3(CN(Cc4ccccc4)C(=O)C3C1C(=O)NC1CC1)O2 (stereo unspecified)	-1	-3	-0.2	0	-1	2	0	-3	8
CSc1nc2cc(F)c(F)cc2n1C	-2	4	4.2	-4	0	-1	15	-9	2
O=C(CNC1CCCCC1)Nc1ccc(S(=O)(=O)N2CCCCC2)cc1	6	-6	2.4	-4	-4	12	-4	-17	4
CCn1c(SCC(=O)NC2CC2)nnc1-c1cccs1	-2	-3	-1.3	-1	.	19	.	.	5
CCOC(=O)Cc1csc(NC(NC(=O)CC)(C(F)(F)F)C(F)(F)F)n1	-3	4	0.8	-1	-4	-10	3	-7	2
Cc1ccc(CNC(=O)CN2c3cccc4cccc(c34)S2(=O)=O)cc1	-1	5	0.5	4	.	8	.	.	7
CCOC(=O)c1ccccc1CN1C(=O)c2ccccc2S1(=O)=O	2	9	-0.4	0	-7	-1	0	6	2
O=C(c1cc2c(=O)oc3ccccc3c2s1)N1CCOCC1	-2	-5	1.0	10	-1	-7	4	-2	5
CCn1nnc(C(=O)O)c1C(=O)O	0	-3	0.9	-3	1	8	0	2	-2
O=C(COC(=O)c1ccc(=O)n(Cc2ccccc2)n1)Nc1ccc2c(c1)OCCO2	0	3	2.4	2	0	3	19*	2	-5
CCCCCCCC(=O)NC(Nc1ccc(S(N)(=O)=O)cc1)C(Cl)(Cl)Cl (stereo unspecified)	4	-2	5.9	0	-2	11	-1	7	9
CCOC(=O)c1sc(N)c(C#N)c1CSc1nc2ccc(OCC)cc2[nH]1	2	2	4.2	19	12	3	3	11	-2
COc1ccc(OC)c(CC(=O)NC(c2ccccc2)c2ccccc2)c1	1	-3	2.0	7	0	-6	-1	3	3
Cc1ccc(NS(=O)(=O)c2cc(C(=O)N3CCCC3)ccc2C)cc1C	-1	6	3.6	1	-3	-3	-1	-2	1
COc1ccc(Nc2nccc3c2nnn3C)cc1	1	4	2.2	62*	-4	-6	6	-1	5
O=C(CCCn1c(=O)[nH]c2cc(Cl)ccc2c1=O)NCC1CCCO1 (stereo unspecified)	-2	-1	-0.8	3	-2	-8	3	-4	2
COc1cc(/C=C2/C(=O)CNC2=O)ccc1O	-7	5	2.0	6	30*	-20	0	8	-14
O=C(CC1C(=O)NCCN1Cc1ccc(Cl)c(F)c1)NCC1CCOCC1 (stereo unspecified)	-5	1	1.2	0	-5	5	-2	-2	1

The order is random. Share with any hit: about 5.6%.
